# CHRM5 agonist = CHRM5 agonism in calcium assay | P08912 | CHO-K1 hM5 cells, Fluo-8 calcium fluorescence; 0% DMSO wells, 100% maximal acetylcholine response | activation, % at 3 µM | 360,000 compounds, 0.19% hits | AID 624037;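 active means activation above the run's mean over test compounds plus 3 SD, cut at about 23% in these data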;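 further: signal is peak over basal fluorescence ratio across the kinetic read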
# CHRM4 agonist = agonists of human muscarinic M4 receptor (CHRM4); P08173; CHO-K1 hM4/Gqi5, Fluo-8 calcium fluorescence; vehicle 0%, full acetylcholine response 100%; activation, % at 3 µM; 360,000 compounds, 0.14% hits;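 active means activation above the run mean over all test wells plus 3 SD, cut at about 32% in these data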;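 further: peak over basal fluorescence ratio per well then scaled between controls; 0% = DMSO wells and 100% = acetylcholine at EC100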
# IDE inh = inhibits human insulin-degrading enzyme in HEK cells. AID 434962. FAbetaB cleavage, fluorescence polarization. inhibition, % at 5.59 µM. 320,000 compounds, 0.41% hits;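 active means percent inhibition above the average of all tested compounds plus 3 SD, set per screening campaign, cut at about 16% in these data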;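 further: IDE supplied by intact live HEK cells; FP after avidin binding of uncleaved biotin substrate so inhibition keeps polarization high; 0% = DMSO wells and 100% = 60 µM reference IDE inhibitor Ii1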
# Target sequence (P14735 whole entry, looked up): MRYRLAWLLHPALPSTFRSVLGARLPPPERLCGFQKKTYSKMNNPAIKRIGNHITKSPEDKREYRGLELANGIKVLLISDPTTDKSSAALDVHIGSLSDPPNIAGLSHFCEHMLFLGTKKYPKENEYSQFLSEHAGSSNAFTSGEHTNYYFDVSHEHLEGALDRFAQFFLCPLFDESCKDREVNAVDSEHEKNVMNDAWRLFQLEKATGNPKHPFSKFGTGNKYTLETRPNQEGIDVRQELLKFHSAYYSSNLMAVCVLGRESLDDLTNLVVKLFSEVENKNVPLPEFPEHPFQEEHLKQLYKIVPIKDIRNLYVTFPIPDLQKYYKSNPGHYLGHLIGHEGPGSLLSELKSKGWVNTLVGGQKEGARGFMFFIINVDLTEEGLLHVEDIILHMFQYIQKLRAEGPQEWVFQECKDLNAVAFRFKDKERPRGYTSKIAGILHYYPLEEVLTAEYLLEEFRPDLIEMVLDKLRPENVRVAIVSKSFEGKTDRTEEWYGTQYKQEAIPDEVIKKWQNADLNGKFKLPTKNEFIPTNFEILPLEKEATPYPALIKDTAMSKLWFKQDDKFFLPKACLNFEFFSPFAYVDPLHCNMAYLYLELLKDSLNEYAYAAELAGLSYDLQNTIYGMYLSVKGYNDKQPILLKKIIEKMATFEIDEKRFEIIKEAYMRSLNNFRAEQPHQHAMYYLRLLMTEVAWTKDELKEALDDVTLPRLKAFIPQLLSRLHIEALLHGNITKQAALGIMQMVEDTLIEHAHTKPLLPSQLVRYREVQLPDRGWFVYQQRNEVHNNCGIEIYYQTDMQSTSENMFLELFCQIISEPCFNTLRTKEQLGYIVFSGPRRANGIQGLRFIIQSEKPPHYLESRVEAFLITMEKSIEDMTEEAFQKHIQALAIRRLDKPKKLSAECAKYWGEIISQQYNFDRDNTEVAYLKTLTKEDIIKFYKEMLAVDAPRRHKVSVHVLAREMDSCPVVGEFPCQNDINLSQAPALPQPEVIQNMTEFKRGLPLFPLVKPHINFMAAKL
# M5 antag = CHRM5 antagonism in calcium assay; P08912; CHO-hM5 cells, Fluo-8 calcium fluorescence, ACh EC80; inhibition, % at 3 µM; 360,000 compounds, 0.59% hits; AID 624040;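 active means inhibition above a per-plate cutoff, the mean of that plate's test compounds plus 3 SD, cut at about 27% in these data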;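 further: 0% = acetylcholine EC80 with DMSO and 100% = DMSO without agonist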
# CHRM4 antagonist = blocks acetylcholine activation of human M4 receptor | P08173 | CHO-hM4 cells, ACh EC80, Fluo-8 calcium fluorescence | inhibition, % at 3 µM | 360,000 compounds, 0.73% hits;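 active means inhibition above its plate's cutoff, the mean inhibition of sample wells plus 3 SD, cut at about 27% in these data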;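 further: 0% = acetylcholine EC80 with DMSO and 100% = DMSO without agonist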
# CRFR2-BP antag = CRF-BP/CRF-R2 complex antagonism. inhibition, % at 11.8 µM. HEK293 CRF-R2/CRF-BP, CRF-induced calcium fluorescence. 350,000 compounds, 0.59% hits. AID 588475;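 active means inhibition of the ligand-induced calcium signal above about 50% at the single tested concentration, limit read from the data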
# CHRM4 PAM = potentiates acetylcholine response at human M4 receptor; P08173; CHO-K1 hM4/Gqi5, Fluo-8 calcium fluorescence, ACh EC20; 0% = ACh EC20, 100% = maximal ACh; activation, % at 3 µM; 360,000 compounds, 0.4% hits;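 active means activation above its plate's cutoff, the mean activation of sample wells plus 3 SD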; further: some results filed as inactive read as strong as hits
# CRFR2-BP ag = agonists of human CRF-binding protein/CRF-R2 receptor complex. HEK293 CRF-R2/CRF-BP, calcium dye fluorescence (FLIPR); percent of saturating CRF peptide response. activation, % at 13.2 µM. 350,000 compounds, 0.46% hits;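 active means activation of at least 50%, plus an integration ratio under a set limit after plate pattern correction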;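 further: plate controls were neutral control wells without compound for no effect and CRF at EC100 for full effect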
# CHRM5 PAM = positive allosteric modulators of human muscarinic M5 receptor. P08912. CHO-K1 hM5, Fluo-8 calcium, ACh EC20 PAM; 0% = ACh EC20, 100% = ACh EC100. activation, % at 3 µM. 360,000 compounds, 0.3% hits;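 active means activation above the run cutoff, the mean activation of all test compounds plus 3 SD, cut at about 18% in these data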
#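 System – CHO-K1 hM5 cells · Compound – 3 µM, single dose · Incubation – compound preincubation 140 s before EC20 acetylcholine addition · Technique – Fluo-8 calcium fluorescence · Measure – Max/basal fluorescence ratio as % of EC20–EC100 ACh window · Benchmarks – low control EC20 acetylcholine (0%), high control EC100 acetylcholine (100%) · Replication – singlicate, one well per test compound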
# * marks the source's active call; other numbers are inactive results; nt = no result given.
SMILES,CHRM5 agonist,CHRM4 agonist,IDE inh,M5 antag,CHRM4 antagonist,CRFR2-BP antag,CHRM4 PAM,CRFR2-BP ag,CHRM5 PAM
COc1ccc(NC(=O)CN2C(=O)C(C)Oc3ccccc32)cc1 (stereo unspecified),-2,1,3,5,2,-29,11,-0.9,-4
CCCC(C(=O)NC1CCCC1)N(C(=O)Cn1nnc(-c2ccc(C)o2)n1)c1ccccc1OC (stereo unspecified),0,-1,-3,-2,0,0,4,1.1,-2
COCCCNc1nc2c(-c3cccc(C(F)(F)F)c3)nnn2c2ccccc12,1,1,1,1,-8,1,-1,6.4,-1
Cc1ccccc1-c1cc(=O)c2ccccc2o1,-1,-1,-3,17,4,1,2,-1.7,-10
CCN1C(=O)C(O)(C2COC(C)(C)CC2=O)c2cc(Br)ccc21 (stereo unspecified),1,1,0,6,-2,9,2,9.5,-3
CCC1CN(C(=O)NCc2ccccc2)c2cc(C)ccc2O1 (stereo unspecified),-9,-2,nt,5,5,0,1,-1.0,-2
O=C(CNC(=O)C12CC3CC(CC(C3)C1)C2)N1CCCC(C(F)(F)F)C1 (stereo unspecified),1,1,nt,4,2,-12,-2,-1.4,3
CCC(Sc1nc2cc(OC)c(OC)cc2c(=O)n1Cc1ccco1)C(=O)NCCOC (stereo unspecified),1,0,2,1,3,-3,9,0.5,-1
CCc1nn(CC(=O)NC(C)CCc2ccccc2)c(=O)c2cc3cc(F)ccc3n12 (stereo unspecified),-4,2,3,10,1,-13,-3,0.2,-3
Cc1ccc(CNC(=O)C2CC(c3cccc([N+](=O)[O-])c3)=NO2)cc1 (stereo unspecified),8,8,0,4,-5,11,9,-1.1,0
O=S(=O)(c1ccc(Oc2ncnc3scc(-c4ccccc4)c23)cc1)N1CCOCC1,-7,9,2,8,2,-21,-6,0.8,-11
O=C(CSc1nnc(-c2ccncc2)o1)NCc1ccccc1,-3,1,5,14,-9,7,7,0.7,-2
Cc1ccc2c(c1)sc1nc(=O)n(-c3cccc(Cl)c3)c(=O)n12,2,0,1,-3,3,-8,-4,2.1,0
COC(=O)[C@@H]1C[C@@H]2CC[C@@H](O)C[C@@H]2N1Cc1ccc(Cl)cc1,2,3,6,4,8,3,-2,1.8,3
Cc1ccc2nc(-c3ccccc3)cc(C(=O)O)c2c1,-2,0,1,-8,8,18,-1,-1.1,5
CN(C)c1ccc(C2C=C(c3ccc(Cl)cc3OC(F)F)Nc3ncnn32)cc1 (stereo unspecified),-1,4,21*,2,-7,-63,-3,59*,0
COc1ccc(Cl)cc1C(=O)NCC(=O)OCc1ccccc1,-4,2,20*,6,-9,17,9,2.3,-3
CCc1nc2c(OCCC3CCCCC3)cccn2c1N(C=O)Cc1ccccc1,-2,0,nt,3,-1,nt,1,nt,-4
COc1ccc(-c2nnc(NC(=O)c3cc(Cl)ccc3Cl)o2)cc1,1,1,-2,-4,4,6,-2,0.8,-2
COc1cc(OC)cc(-c2noc([C@@H]3O[C@H](CO)[C@@H](O)[C@H]3O)n2)c1,0,0,nt,-3,4,nt,-1,nt,-1
COC(=O)COc1cc(Br)c(/C=C2/SC(=O)N(CC(=O)N3CCCC3)C2=O)cc1OC,-2,1,2,-6,-1,-3,1,0.0,3
Cn1c2c(c(=O)n(C)c1=O)C(c1ccc(O)cc1)Nc1ccccc1O2 (stereo unspecified),1,1,-2,4,10,-19,15,0.0,-4
CC(=O)c1ccc(C(=O)N2CCCC(CCC(=O)N(C)CCc3ccccn3)C2)s1 (stereo unspecified),2,1,8,-11,-8,8,-4,-0.9,1
Cc1cc(/C([O-])=C(/C(=S)Nc2ccccc2)[n+]2ccccc2)c(C)n1-c1ccccc1,-5,0,-1,-2,10,-4,-3,4.6,-16
COc1ccc(N2CCc3c(C)nc(SC)nc32)cc1,-4,-1,7,-12,-13,-15,13,-0.1,7
O=C(Nc1ccc(S(=O)(=O)Nc2nccs2)cc1)c1cccc(N2C(=O)c3ccccc3C2=O)c1,-4,0,0,7,2,3,-4,1.4,-3
COc1ccc(CNC(=O)C[C@H]2C[C@H](C(=O)N3CCOCC3)[C@@]3(C)c4[nH]c5cc(-c6ccco6)ccc5c4CCN3C2=O)cc1OC,0,3,nt,-3,-11,4,9,-1.3,0
CCCC[N+](C)(C)CCC(=O)NC(C)(C)CS(=O)(=O)[O-],-2,1,-3,1,2,6,2,3.9,1
COc1ccc(Cl)cc1C(=O)NNC(=O)CSc1nncn1C,2,0,2,5,-1,-1,7,0.1,13
O=C(CN(Cc1cccs1)C(=O)CNS(=O)(=O)c1ccc(F)cc1)NCC1CCCO1 (stereo unspecified),-2,2,-1,-2,-3,10,7,1.3,-4

# Next entries:
# Values run as follows: CHRM5 agonist | CHRM4 agonist | IDE inh | M5 antag | CHRM4 antagonist | CRFR2-BP antag | CHRM4 PAM | CRFR2-BP ag | CHRM5 PAM
- Cc1cccc(C)c1NC(=O)C1c2ccccc2OCC(=O)N1C1CC1 (stereo unspecified)
  -1 | 1 | nt | -9 | -4 | nt | -1 | nt | 7
- CC12CC(c3ccccc3O1)N(C(=O)c1ccco1)C(=S)N2c1ccc(F)cc1 (stereo unspecified)
  -4 | -1 | 8 | 7 | -12 | -13 | 6 | -0.2 | -7
- Cc1cc(N2CCCC2)nc2c(C)cccc12
  1 | -1 | 7 | 2 | 2 | -4 | 0 | 0.3 | 12
- O=C(COC(=O)c1cc(Br)ccc1O)NCCC1=CCCCC1
  0 | 1 | nt | -1 | 3 | 0 | 1 | -3.1 | 3
- O=C(CSc1nnc(-c2ccc(O)cc2)n1Cc1ccco1)N1CCc2ccccc2C1
  1 | 0 | 1 | 3 | 10 | 11 | 9 | 0.2 | 5
- CCCS(=O)(=O)NC(=O)C1(C)CCCN(C(=O)CCc2cccs2)C1 (stereo unspecified)
  1 | 0 | nt | 9 | -8 | nt | 4 | nt | -1
- Clc1ccccc1-c1nc2ccccc2c2nc3ccccc3n12
  1 | 12 | 0 | 14 | 0 | -32 | -1 | -1.3 | -16
- COc1cc(CNc2ncnc3c2ncn3[C@H]2CN(Cc3cccc(C(F)(F)F)c3)C[C@@H](COC(C)=O)O2)cc(OC)c1OC
  -1 | 5 | nt | 7 | -17 | nt | 1 | nt | 0
- COc1ccc(/C=C/c2nnc(NC(=O)CSc3ccc(Cl)cc3)s2)cc1
  0 | 0 | 1 | 2 | -2 | -24 | 0 | 0.6 | -2
- CN1C(=O)c2cccc3c(S(=O)(=O)NCCc4ccccc4)ccc1c23
  -2 | 7 | 1 | 21 | -12 | 0 | 10 | 0.2 | -4
- CCOC(=O)c1ccc(NC(=S)N2CCC(C(N)=O)(N3CCCCC3)CC2)cc1
  2 | 5 | 1 | 9 | 0 | -33 | 7 | 9.2 | 2
- O=C(NCCS(=O)(=O)N1CCCC1)c1ccccc1
  -1 | 0 | 5 | 4 | -3 | -12 | 4 | 0.2 | -2
- CCS(=O)(=O)N1CCC(C(=O)NCc2ccc(F)cc2Cl)CC1
  0 | 2 | 1 | -8 | -1 | 8 | 5 | 0.9 | 8
- Cc1cccc(C(=O)N2CCN(c3ncnc4c3cnn4-c3ccccc3)CC2)c1
  1 | 4 | 6 | 10 | 9 | -14 | 4 | -3.7 | -3
- CCOc1ccc(CC(=O)N/N=C/c2cccnc2)cc1OCC
  1 | 3 | -10 | 0 | 3 | -7 | 9 | 1.0 | 3
- CC(=O)c1ccc(N(CC(=O)NC2CCCC2)C(=O)CNC(=O)c2cccs2)cc1
  -2 | 1 | -6 | 9 | 0 | 10 | -7 | 0.2 | -3
- CC(CC(=O)Nc1ccc(S(=O)(=O)N2CCOCC2)cc1)c1ccccc1 (stereo unspecified)
  3 | 4 | 8 | 15 | 1 | -7 | -3 | 0.6 | -3
- CCOc1ccccc1NC(=O)CSc1nc(=O)n(Cc2ccccn2)c2c1CCC2
  0 | 4 | 5 | -1 | -1 | 19 | 0 | -0.6 | -3
- CC(=O)Nc1ccc2nc(-c3cccs3)[nH]c2c1
  0 | 1 | 8 | 2 | 3 | 9 | 2 | 0.2 | 1
- COc1ccc(-c2csc(NC(=S)NC(=O)c3ccccc3)n2)cc1Br
  0 | 0 | 0 | -4 | 4 | -15 | -1 | 0.0 | 3
- COc1ccc(S(=O)(=O)N2CCC(C(=O)NN3CCCCC3)CC2)cc1
  0 | 0 | nt | 1 | -1 | -2 | 7 | 0.6 | 2
- CC1=C(C(=O)Nc2ccccn2)C(c2ccccc2)n2ncnc2N1 (stereo unspecified)
  0 | 0 | 3 | 1 | -2 | -50 | 6 | -1.1 | -7
- O=C(c1nsnc1-c1ccccc1O)N1CCCCC1
  -5 | 1 | 1 | 3 | -7 | 21 | 14 | 0.5 | 3
- O=C(O)c1cc(S(=O)(=O)Nc2ccc3cn[nH]c3c2)ccc1O
  0 | 1 | 2 | -3 | -7 | 9 | 9 | -0.3 | 6

# Of the compounds above, 9 have a Cl atom:
# Values run as follows: CHRM5 agonist | CHRM4 agonist | IDE inh | M5 antag | CHRM4 antagonist | CRFR2-BP antag | CHRM4 PAM | CRFR2-BP ag | CHRM5 PAM
- Cc1ccc2c(c1)sc1nc(=O)n(-c3cccc(Cl)c3)c(=O)n12
  2 | 0 | 1 | -3 | 3 | -8 | -4 | 2.1 | 0
- COC(=O)[C@@H]1C[C@@H]2CC[C@@H](O)C[C@@H]2N1Cc1ccc(Cl)cc1
  2 | 3 | 6 | 4 | 8 | 3 | -2 | 1.8 | 3
- CN(C)c1ccc(C2C=C(c3ccc(Cl)cc3OC(F)F)Nc3ncnn32)cc1 (stereo unspecified)
  -1 | 4 | 21* | 2 | -7 | -63 | -3 | 59* | 0
- COc1ccc(Cl)cc1C(=O)NCC(=O)OCc1ccccc1
  -4 | 2 | 20* | 6 | -9 | 17 | 9 | 2.3 | -3
- COc1ccc(-c2nnc(NC(=O)c3cc(Cl)ccc3Cl)o2)cc1
  1 | 1 | -2 | -4 | 4 | 6 | -2 | 0.8 | -2
- COc1ccc(Cl)cc1C(=O)NNC(=O)CSc1nncn1C
  2 | 0 | 2 | 5 | -1 | -1 | 7 | 0.1 | 13
- Clc1ccccc1-c1nc2ccccc2c2nc3ccccc3n12
  1 | 12 | 0 | 14 | 0 | -32 | -1 | -1.3 | -16
- COc1ccc(/C=C/c2nnc(NC(=O)CSc3ccc(Cl)cc3)s2)cc1
  0 | 0 | 1 | 2 | -2 | -24 | 0 | 0.6 | -2
- CCS(=O)(=O)N1CCC(C(=O)NCc2ccc(F)cc2Cl)CC1
  0 | 2 | 1 | -8 | -1 | 8 | 5 | 0.9 | 8
